Screening results (PubChem)
KCNH2 3.1 block – inhibitors of human KCNH2 3.1 potassium channel isoform; U2OS KCNH2 3.1, thallium flux FluxOr; active compounds read low; activity change, % (tested at about 1.8 µM); hit rate 0.95% among 340,000; AID 720553;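 active = maximum activity change below -70%; inconclusive = maximum activity change from -70% to -50%; inactive = maximum activity change above -50%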;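 also: thallium influx rate constant from kinetic fluorescence after stimulation buffer; % is scaled to controls: 0 for no effect and ±100 for the full control effect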
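Virally transduced U2OS (3.1 isoform, 4 h infection in dark at RT) → overnight 37 C → FluxOr + Red40 in HBSS/HEPES, 45 min → stimulation buffer, 2 min kinetic read → rate constant vs DMSO controls.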
Eya2 inh – blocks the phosphatase activity of human Eya2; recombinant Eya2, OMFP fluorescence dephosphorylation (OMFP is methylfluorescein phosphate); O00167; hit rate 0.006% among 330,000; Potency, µM (doses to about 76.9 µM), inactives show at the top dose activity, negative = inhibition, most hits filed as inhibitors; also: potency is read from the fitted curve at half-maximal effect; % is scaled to controls: 0 for no effect and ±100 for the full control effect
Target sequence (O00167 whole entry, looked up): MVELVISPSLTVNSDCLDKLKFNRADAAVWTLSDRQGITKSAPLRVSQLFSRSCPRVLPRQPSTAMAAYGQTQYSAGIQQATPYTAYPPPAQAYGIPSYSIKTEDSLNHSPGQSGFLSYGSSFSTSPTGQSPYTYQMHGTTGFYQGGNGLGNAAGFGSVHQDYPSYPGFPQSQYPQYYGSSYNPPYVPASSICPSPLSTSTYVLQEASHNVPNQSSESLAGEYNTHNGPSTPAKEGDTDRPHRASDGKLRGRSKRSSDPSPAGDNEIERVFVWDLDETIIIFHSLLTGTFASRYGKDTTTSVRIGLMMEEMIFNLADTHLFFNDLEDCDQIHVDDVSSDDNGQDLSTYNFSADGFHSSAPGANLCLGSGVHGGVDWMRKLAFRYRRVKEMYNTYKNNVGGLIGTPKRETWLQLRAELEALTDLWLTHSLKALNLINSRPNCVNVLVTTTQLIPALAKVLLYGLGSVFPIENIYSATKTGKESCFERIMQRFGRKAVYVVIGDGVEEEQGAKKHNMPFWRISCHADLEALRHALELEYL
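Eya2 protein (added as 0.2 uM solution) was preincubated with compound for 10 min at ambient temperature in 50 mM HEPES pH 7.5, 50 mM NaCl, 5 uM MgCl2, 0.05% BSA, 1 mM DTT. OMFP (added at 50 uM) then reacted 10 min; fluorescence read at 485/525 nm.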
ELG1 repair inh – blocks ELG1-dependent DNA repair in HEK293T cells. HEK293T ELG1-luciferase reporter, luminescence, 16 h; DNA damage induced by 5-fluorouridine. Potency, µM (series often up to 46.1 µM), for the others: at the top dose activity change, negative = inhibition, most hits filed as inhibitors. hit rate 2.3% among 330,000; also: potency is read from the fitted curve at half-maximal effect; % is scaled to controls: 0 for no effect and ±100 for the full control effect; nearly all actives have a fitted effect of over 55% in size
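DMSO vehicle served as the neutral condition. Each well held 2,000 cells given 5-fluorouridine plus compound; after 16 hr at 37 °C/5% CO2, ONE-Glo was added and luciferase measured 30 min later.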
TRPV1 ag – activates the human vanilloid receptor TRPV1; activation, % at 8.33 µM; hit rate 0.19% among 320,000; AID 540275; TRPV1-expressing cells, Fluo-8 calcium influx, agonist mode; Q8NER1; in the data active = activation above about 80%; inconclusive = between about 30% and that limit; also: 0% is about no effect
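TRPV1-expressing cells were cultured overnight at 35.5C and loaded with Fluo-8 calcium dye for 40 to 90 min at room temperature. After a 10 s baseline, compound was added and calcium influx was read kinetically for 3 min (ex 480/em 520 nm).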
TCR act – activates T cell receptor signaling; primary human leukocytes, anti-CD3, IL-2 HTRF, 48 h; Potency, µM (top dose mostly 9.22 µM), without a hit: top-dose activation of IL-2 secretion, hits mostly activators; 330,000 tested, under 10 active; AID 504894; also: % of control where 0% means no effect
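TCR engagement came from a-CD3 beads alone, with compounds added to primary human leukocytes for 48 hr. Secreted IL-2 bridged europium cryptate- and d2-labelled anti-IL-2 antibodies, giving FRET emission at 665nm after 320nm excitation.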
Mito fusion act – blocks mitochondrial division or promotes mitochondrial fusion | S. cerevisiae fusion-defective mutant growth rescue, CellTiterGlo 48 h | Potency, µM (titrated, usually from 46.1 µM), inactives show at the top dose growth rescue (activation), usual class: activators | hit rate 0.23% among 320,000 | AID 485298;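 also: potency is read from the fitted curve at half-maximal effect; % of control where 0% means no effect; nearly all actives have a fitted effect of over 45% in size; temperature-sensitive fusion mutants such as fzo1-1 at 37 °C on non-fermentable ethanol glycerol medium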
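Growth-rescue viability read-out: after 48 h at the non-permissive 37C in glycerol/ethanol YPEG, yeast mitochondrial fusion mutants are measured by CellTiterGlo luminescence; compounds (23 nl pinned per well) restoring growth score as division inhibitors or fusion activators.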
AT treatment – candidate therapy for ataxia-telangiectasia | […] A-T fibroblasts, KAP-1 phosphorylation AlphaLISA; neocarzinostatin DNA damage 30 min before lysis | hit rate 0.19% among 320,000 | Potency, µM (top dose mostly 57.5 µM), for inactives: at the top dose activation, most hits filed as activators; also: potency is read from the fitted curve at half-maximal effect; % of control where 0% means no effect; nearly all actives have a fitted effect of over 45% in size
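hTERT-immortalized A-T patient fibroblasts ([…]), 500 cells/well in OPTI-MEM, 1% FBS, got compounds for 60 min, then NCS for 30 min at 37C. Lysates were then assayed for phospho-KAP-1 by AlphaLISA (anti-pKAP1 donor, anti-KAP1 acceptor beads), 6 hr at 25C.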
USP2a inh – blocks human ubiquitin-specific protease USP2a; O75604; USP2 core, Ub-CHOP2 coupled fluorogenic reporter, 485/531; Potency, µM (doses to about 38.3 µM), for the others: at the highest dose activity change, negative = inhibition, hits mostly inhibitors; hit rate 0.01% among 330,000;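 also: potency is read from the fitted curve at half-maximal effect; plate controls were DMSO wells for no effect and full inhibition by NEM control for full effect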
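Deubiquitinase activity read as fluorescence (485/531 nm) after Ub-CHOP2 cleavage activates the enterokinase reporter on its substrate; USP2 core 10nM, Ub-CHOP2 and substrate 25nM each, 30min compound preincubation then 60min RT; data normalized to NEM, curves fitted.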
hERG WT inh – blocks the wildtype human KCNH2 potassium channel. hit rate 0.37% among 340,000. U2OS, BacMam KCNH2, thallium flux FluxOr; active compounds read low. activity change, % at 1.84 µM. AID 720551;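 active = maximum activity change below -70%; inconclusive = maximum activity change between -70% and -50%; inactive = maximum activity change above -50%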; also: % is scaled to controls: 0 for no effect and ±100 for the full control effect
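U2OS cells transduced with wild-type KCNH2 virus are loaded with FluxOr dye for 45 min, and thallium flux is measured in kinetic reads before and after stimulation buffer. Rate constants are normalized to DMSO controls.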
TSHR antag – antagonists of human thyroid stimulating hormone receptor. TSHR-expressing cells, TSH-stimulated cAMP HTRF, 2 h; active compounds read low. activity change, negative = inhibition, % at 11.5 µM. hit rate 0.2% among 330,000. AID 504810;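 active = activity change below a set negative limit, meaning inhibition stronger than a set level, cut at about -70% in these data; inconclusive = activity change between two set negative limits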; also: % is scaled to controls: 0 for no effect and ±100 for the full control effect
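TSHR-expressing cells, 200/well, pre-treated with compound, then stimulated with EC80 TSH (4nM final) for 2 hours at 37 deg C. cAMP measured by competitive HTRF: anti-cAMP cryptate antibody in lysis buffer plus cAMP-d2, read after 30 minutes at room temperature.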
The depositor's hits bear a star; ? = inconclusive; . = not tested or not shown; & = joins results of further samples; [ ] = remark or other dose. Unless noted, calls follow the shape of the dose curve; as a rule, active = well fitted curve in the direction sought with a large enough effect; inconclusive = small, poorly fitted or top-dose-only effect, or another doubt; inactive = no such curve, though single readings can be large; an effect the other way counts as inactive or inconclusive.

A first look (eight entries):
Below each SMILES: KCNH2 3.1 block	Eya2 inh	ELG1 repair inh	TRPV1 ag	TCR act	Mito fusion act	AT treatment	USP2a inh	hERG WT inh	TSHR antag
> CCCCCCCC1CC(CSC(=N)N)OC1=O (configuration not stated)
    -46	-7%	-10%	18	-2%	4%	1%	2%	53	-6
> CC1CC(C(F)F)n2nc(C(=O)O)cc2N1 (configuration not stated)
    -7	34%	1%	-5	0%	0%	.	1%	0	3
> CCCOc1cccc(NC(=O)c2c(-c3ccccc3)noc2C)c1
    -19	-23%	?	18	1%	15%	10%	-9%	-1	-9
> Cc1cccc(N2CCN(C(=O)Cc3ccc(Br)cc3)CC2)c1C
    -7	.	.	?	7%	24%	.	.	0	.
> Cc1ccc(Cl)cc1N1CCN(S(=O)(=O)c2c(C)[nH]c(=O)[nH]c2=O)CC1
    11	18%	-10%	26	-4%	-1%	-3%	2%	-9	-9
> CCS(=O)(=O)N1CCC(C(=O)Oc2ccccc2Br)CC1
    -7	1%	-4%	5	.	-1%	0%	0%	4	15
> COc1ccc(N2CCN(C(=O)C3CCCN(S(=O)(=O)c4ccc(C)cc4)C3)CC2)cc1 (configuration not stated)
    -4	19%	21µM*	1	1%	0%	-7%	-4%	15	1
> CNC(=S)N1CCc2sccc2C1C (configuration not stated)
    10	-2%	?	3	-1%	6%	-2%	1%	-4	0

This part in full, previewed entries included:
Below each SMILES: KCNH2 3.1 block	Eya2 inh	ELG1 repair inh	TRPV1 ag	TCR act	Mito fusion act	AT treatment	USP2a inh	hERG WT inh	TSHR antag
> CCCCCCCC1CC(CSC(=N)N)OC1=O (configuration not stated)
    -46	-7%	-10%	18	-2%	4%	1%	2%	53	-6
> CC1CC(C(F)F)n2nc(C(=O)O)cc2N1 (configuration not stated)
    -7	34%	1%	-5	0%	0%	.	1%	0	3
> CCCOc1cccc(NC(=O)c2c(-c3ccccc3)noc2C)c1
    -19	-23%	?	18	1%	15%	10%	-9%	-1	-9
> Cc1cccc(N2CCN(C(=O)Cc3ccc(Br)cc3)CC2)c1C
    -7	.	.	?	7%	24%	.	.	0	.
> Cc1ccc(Cl)cc1N1CCN(S(=O)(=O)c2c(C)[nH]c(=O)[nH]c2=O)CC1
    11	18%	-10%	26	-4%	-1%	-3%	2%	-9	-9
> CCS(=O)(=O)N1CCC(C(=O)Oc2ccccc2Br)CC1
    -7	1%	-4%	5	.	-1%	0%	0%	4	15
> COc1ccc(N2CCN(C(=O)C3CCCN(S(=O)(=O)c4ccc(C)cc4)C3)CC2)cc1 (configuration not stated)
    -4	19%	21µM*	1	1%	0%	-7%	-4%	15	1
> CNC(=S)N1CCc2sccc2C1C (configuration not stated)
    10	-2%	?	3	-1%	6%	-2%	1%	-4	0
> Cc1[nH]nc2c1C1(CCN(C(=O)c3ccccc3)CC1)C(C#N)=C(N)O2
    5	-1%	-1%	-3	-1%	1%	11%	0%	-6	7
> Clc1ccc2c(c1)-c1nnc(Br)n1-c1ccccc1S2
    2	-20%	1%	7	-5%[46.1 µM]	?	3%	5%	-14	?
> CC(OC(=O)Cc1n[nH]c(=O)c2ccccc12)C(=O)Nc1ccc(Cl)cn1 (configuration not stated)
    .	-10%	-11%	21	2%	8%	11%	2%	4	-19
> OC(CN1C2=NCCCN2c2ccccc21)c1ccc(Cl)cc1 (configuration not stated)
    -74*	4%	3%	.	-2%	-4%	10%	-2%	0	-7
> CN(CCCNC(=O)c1cccc(N2CCCC2=O)c1)c1ccccc1
    2	5%	0%	1	18%[46.1 µM]	-3%	.	2%	12	-3
> Cc1ccc(-c2cccc(OC(=O)c3ccccc3F)c2)cc1
    -49	-5%	?	.	-12%	-2%	0%	2%	-8	9
> CCOC(=O)c1c(NC=O)sc2c1CCC2
    13	7%	17%	-2	1%	1%	7%	3%	10	-7
> O=C(NC(=S)Nc1cccc2c(O)cccc12)c1ccccc1[N+](=O)[O-]
    5	1%	-14%	6	-9%	3%	24%	-1%	-12	-3
> COCCCN1CN=C(Nc2nc3ccccc3o2)NC1
    3	-1%	?	1	.	-11%	-3%	0%	0	6
> COC(=O)CN1C(=O)N/C(=C/c2ccc(OC)c(C)c2OC)C1=O
    1	-2%	-6%	10	7%	-10%	-2%	3%	0	4
> N=C(N)SCc1nc2ccccc2c(=O)n1-c1ccccc1
    -2&-4	-10%&1%	?	-5&1	-2%&2%[46.1 µM]	0%&-1%	-4%&1%	-1%&5%	2&-4	-4&2
> C/C(CC(=O)Nc1ccc2c(c1)OCCO2)=N\NC(=O)COc1ccc(Cl)c(C)c1
    -10	-6%	9%	16	2%	-5%	0%	0%	7	-9
> Cc1nn(CC(=O)OCC(=O)NCCc2ccc(S(N)(=O)=O)cc2)c(C)c1[N+](=O)[O-]
    2	26%	-1%	2	.	-3%	1%	1%	-8	-1
> CCCCCCCC(=O)NNC(=O)c1c(O)c2ccccc2n(CCC)c1=O
    -1	-7%	0%	3	3%	5%	-4%	-2%	0	-13
> Cc1nnc(-c2cnn(-c3ccccc3)c2N)n1Cc1ccccc1
    -14	-8%	-5%	-1	5%	0%	3%	-5%	-15	-1
> O=C(Nc1ccccc1Cl)ON=C1c2ccccc2-c2ccccc21
    -5	-17%	11%	0	-3%	4%	7%	3%	-4	16
> Cc1cccc(COc2ccccc2/C=N/Nc2ccc([N+](=O)[O-])cc2)c1
    -12	13%	1%	4	-4%	3%	1%	1%	-3	-7
> OC(COCc1ccccc1)Cn1cnc2ccccc21 (configuration not stated)
    -1	3%	-1%	-3	7%	-1%	7%	1%	-4	6
> Cc1onc(-c2ccccc2)c1C(=O)NNC(=S)NC(=O)/C=C/c1ccccc1
    4	3%	-5%	18	-5%[46.1 µM]	-11%	.	3%	0	-4
> CN(C)C(=O)c1cccn1-c1ncc(C(F)(F)F)cc1Cl
    -3	9%	-4%	-2	0%	-20%	-1%	-2%	-12	-10
> O=C(Nc1ccccc1C(=O)O)c1cc(S(=O)(=O)N2CCOCC2)c(Br)s1
    27	10%	5%	3	-5%	0%	3%	1%	-1	-8
> Cc1nc(CNC(=O)c2ccccc2OC2CCN(S(C)(=O)=O)CC2)cs1
    7	2%	11%	1	4%	0%	-3%	-2%	2	14
> O=C(OC1CCOC1=O)c1cc(-c2cccs2)nc2ccccc12 (configuration not stated)
    -8	-4%	19%	16	6%	21%	-1%	-2%	-4	0
> Cc1cc(C(=O)NC2CCCc3c2cnn3-c2cccc(C)c2C)c(C)o1 (configuration not stated)
    13	-7%	16%	?	-4%	-1%	1%	3%	12	-79*
> COc1ccccc1N1CCN(S(=O)(=O)c2ccccc2F)CC1
    -4	-1%	0%	18	-4%	9%	-6%	-1%	12	6
> COc1ccc(OC)c(NC(=O)C(=O)N/N=C(\C)CC(=O)Nc2ccc(Cl)cn2)c1
    6	14%	20%	-2	1%	-1%	-1%	3%	9	-7
> Cc1ccc(C)c(S(=O)(=O)N2CC(=O)Nc3ccccc32)c1
    -9	12%	-10%	3	2%	0%	-1%	-1%	3	-14
> COc1ccc(N(CC(=O)N2CCCC(C)C2)S(=O)(=O)c2c(C)nn(C)c2C)cc1 (configuration not stated)
    2	-7%	9%	.	5%	-1%	-4%	1%	-2	5
> COC(=O)[C@]1(C)N[C@H](CN(C)C(=O)c2ccc(C)cc2)[C@@H]2C(=O)N(Cc3ccccc3)C(=O)[C@@H]21
    -8	-6%	5%	.	3%	.	0%	3%	7	7
> CCCn1c(SCc2ccccc2)nc2c1c(=O)[nH]c(=O)n2C
    3	8%	-24%	13	-6%	13%	-8%	1%	0	2
> CCO[C@H]1OC(C(=O)Nc2ccccc2)=C[C@@H](C)[C@@H]1CCCO
    2	-6%	22%	-1	16%	0%	-4%	-2%	-7	-8
> CC(=O)C[C@@H](O)CC(=O)[C@@H]1OC(=O)CCCCCCCCc2ccccc21
    4	-29%	15%	.	7%	.	9%	2%	-1	-20
> O=C1NC(=S)S/C1=C\c1ccc(SCc2ccco2)o1
    -1	5%	-17%	-9	-7%[46.1 µM]	?	-6%	3%	8	?
> CC(=O)CC(=O)Nc1ncccn1
    7	-23%	-6%	1	0%	-1%	1%	1%	-5	0
> Cc1ccnc2nc(C(=O)NCc3cccs3)nn12
    8	.	.	1	-6%	6%	.	.	-9	.

The list is partial; count on the stated rates, not on these rows.
